TNAP activation fold = human TNAP enzyme activators, primary screen, biochemical, luminescent, no phosphate acceptor, uHTS (AID 1001). hit rate 0.03% among 200,000. purified TNAP, luminescent activation assay, no phosphate acceptor; higher activation fold means a stronger effect. activation fold at 20 µM, or EC50 in µM where a hit was titrated. Alkaline phosphatase, tissue-nonspecific isozyme (Homo sapiens); in the data active means activation fold from about 3, or a potency from the dose series; inactive means the rest, 99 in 100 with activation fold below about 1.6; further: many of its hits are not listed in these tables
MT stabilize HCS = microtubule stabilizers in HeLa cells, primary screen, imaging, high-content imaging; hit rate 0.83% among 200,000; HeLa tubulin immunostaining HCS, 24 h; share of cells brighter than vehicle mean+2SD; % tubulin-high responders, % at 10 µM;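 active means plate Z-score above 3 for both tubulin-high and condensed-nucleus cell shares, with cell loss under 80%, at 10 µM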;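 further: anti alpha tubulin signal scored within the nucleus-defined area of each cell; some results filed as inactive read as strong as hits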
Hep lipid drop = inhibitors of hepatocyte lipid droplet formation, primary screen, imaging, high-throughput imaging, BODIPY stain | AML12 mouse hepatocytes, oleate lipid droplets | inhibition, % at 6.5 µM | hit rate 0.4% among 240,000 | AID 1656, 2009;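 active means lipid droplet intensity inhibited by at least 50%, with more than 500 cells counted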
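Technique: fluorescence imaging, 20x objective, two fields per well / Assay system: AML12 hepatocytes (mouse) / Measure: % inhibition of lipid droplet signal / Doses: 6.5 µM single-point dosing / Incubation: overnight exposure / Reagent: 100 µM oleic acid challenge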
Dynein cargo inh = inhibitors of GR-EGFP nuclear translocation, primary screen, dynein cargo transport inhibitor project, imaging, high-content, 3617.4 mouse cells | test concentration mostly 20 µM; stimulated with dexamethasone, 1 µM; hits give low values | z-score, hits read low | hit rate 0.47% among 220,000 | AID 1381, 2008;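 active means plate z-score of nuclear minus cytoplasmic receptor signal below a set negative limit, without overly bright fluorescence or cell loss, cut at about -3.5 in these data, passing the limit was not always enough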;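 further: z-score of nuclear minus cytoplasmic ring GR-EGFP intensity difference per well; some compounds called inactive have numbers as strong as hits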
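medium = tetracycline-free induction medium containing charcoal-stripped FBS | also added = 1.0 µM final dexamethasone stimulus | schedule = 48 h induction, 1 h compound, 30 min dex at 37 °C | technique = fixed, Hoechst-stained cells imaged at 10x for EGFP | measure = GR-EGFP nuclear translocation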
Insulin prom up = insulin promoter activators in MIN6 cells, imaging, high-content screening, mouse beta cells | MIN6 insulin promoter-GFP reporter; hits give high values | z-score at 5 µM | hit rate 0.3% among 190,000;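 active means z-score above 3 at 5 µM with at least 500 cells counted in the well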
PMI inhibitors = inhibitors of human PMI, primary screen, biochemical, fluorescence intensity, coupled assay (AID 1209) | Mannose-6-phosphate isomerase (Homo sapiens) | purified PMI enzyme, coupled fluorescence intensity; higher % means a stronger effect | inhibition, % at 20 µM; hits with a dose series show IC50 in µM | hit rate 0.42% among 190,000; in the data active means inhibition above about 50%;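 further: plate controls were DMSO vehicle for no effect and wells lacking substrate for full effect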
Myeloid diff 2 = induction of myeloid progenitor differentiation, primary screen, cell-based, flow cytometry, MLPCN library | ER-HoxA9 myeloid progenitors, lysozyme-GFP differentiation | calls only at 10 µM | hit rate 1% among 360,000;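 active means normalized GFP-positive differentiation at or above the plate's own cutoff, the solvent-only control mean plus 3 SD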;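 further: cells exposed to compound for four days before flow analysis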
b-catenin transl = modulators of beta-catenin nuclear translocation, primary screen, imaging, HeLa cells, immunofluorescence, high-content. nuclear translocation activity, % at 5 µM. hit rate 0.3% among 190,000. AID 1665, 2009;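 active means nuclear translocation activity above 50% at 5 µM, with a well cell count of 50 or more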;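 further: per-cell ratio of nuclear to cytoplasmic median beta-catenin stain intensity; plate controls were DMSO negative control for no effect and GSK-3 inhibitor IX positive control for full effect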
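Technique: fluorescence imaging of beta-catenin antibody stain plus DAPI / Material: human HeLa cell line / Incubation: compound treatment 24 h, 37°C, 5% CO2 / Read-out basis: % activation of per-cell nuclear versus cytoplasmic median beta-catenin signal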
T cell modulator = modulators of CD8 T cell-vesicle binding, primary screen, mouse 2C CD8+ T cells, flow cytometry | 2C CD8+ T cell-vesicle binding; hits give low values | hit rate 0.068% among 330,000 | calls only at 7 µM | AID 2052, 2009;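 active means response, share of CD8 T cells binding vesicles, and their 90th percentile fluorescence all below set limits, cut at about 80% in these data, passing the limit was not always enough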
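Assay system – 2C mouse CD8+ T cells · Also added – QL9-loaded Drosophila micro-vesicles · Timing – Cell–vesicle co-incubation 1.5 h at 37 °C, staining 20 min on ice · Signal – flow cytometry of vesicle-bound cells · Measure – percent CD8+ FL2 mean versus row control · Controls – Peptide-free naked vesicles (low) and QL9 vesicles with 0.7% DMSO vehicle (high)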
Dynein cargo inh cytoplasmic EGFP = second read-out of Dynein cargo inh, no call of its own (marks repeat the call); z-score; measured here: cytoplasmic GR-EGFP intensity; hits give high values
Dynein cargo inh nuclear GR-EGFP = recorded beside Dynein cargo inh, whose call it bears; z-score; measured here: nuclear GR-EGFP intensity;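 lower value marks the stronger effect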
Dynein cargo inh cell count = second read-out of Dynein cargo inh, no call of its own (marks repeat the call); z-score; measured here: cell count per field
Insulin prom up cell count = second read-out of Insulin prom up, no call of its own (marks repeat the call); cell count; measured here: cytotoxicity, nuclei count;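 total cells summed across four imaged fields per well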
Hep lipid drop cells 6.5 µM = recorded beside Hep lipid drop, whose call it bears; cell count; measured here: cell count, cytotoxicity flag;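 cells counted across two imaged fields per well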
b-catenin transl cell count 5 µM = also measured in b-catenin transl; calls as there; cell count; measured here: cell count, cytotoxicity flag
T cell modulator vesicle-bound % = also measured in T cell modulator; calls as there; double positive events, %; measured here: CD8+ vesicle-bound cell fraction;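 binding gate set so that unloaded-vesicle control wells show 10% double positive cells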
MT stabilize HCS Hoechst-high % = also measured in MT stabilize HCS; calls as there; % Hoechst-high responders; measured here: nuclear condensation Hoechst responders;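 share of cells brighter than vehicle mean plus two SD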
MT stabilize HCS cytotoxicity % = second read-out of MT stabilize HCS, no call of its own (marks repeat the call); toxicity, %; measured here: cytotoxicity by cell density;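 0% = mean cell density of plate MIN control wells and 100% = no cells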
Myeloid diff 2 GFP+ MAC1+ % = recorded beside Myeloid diff 2, whose call it bears; GFP+ MAC1+ double positive, %; measured here: differentiation confirmed by MAC1 staining
* = called active by the depositor; i = inactive; . = not tested or not shown.

#	Molecule	T cell modulator	Dynein cargo inh nuclear GR-EGFP	PMI inhibitors	TNAP activation fold	T cell modulator vesicle-bound %	b-catenin transl cell count 5 µM	Dynein cargo inh cell count	Myeloid diff 2	MT stabilize HCS Hoechst-high %	b-catenin transl	Hep lipid drop cells 6.5 µM	MT stabilize HCS cytotoxicity %	Hep lipid drop	Insulin prom up	Insulin prom up cell count	Dynein cargo inh cytoplasmic EGFP	Myeloid diff 2 GFP+ MAC1+ %	MT stabilize HCS	Dynein cargo inh
1	O=C(CN1CCN(Cc2ccccc2F)C1=O)NCCc1ccc(Cl)cc1	i	-0.23	-4%	0.8	46	.	-0.41	i	3.9	.	.	6.7	.	0.36	959	-0.16	1.8	2.4	-0.43
2	NC(=O)c1c(NC(=O)c2ccncc2)sc2c1CCCC2	i	-0.11	-14%	1	22	1043	0.28	i	1.8	-1.1	714	8.2	15	-1.3	1263	-0.18	0.9	3.9	-0.42
3	O=C(Nc1sc2c(c1C(=O)O)CCC2)c1ccc(F)cc1	i	-0.89	8%	1	41	1090	2	i	1.9	0.5	682	2.0	0	-0.61	1169	-0.35	0.2	2.1	-0.91
4	CCOC(=O)C1(CC2CC2)CCN(C(=O)c2cccnc2C)CC1	i	-0.077	7%	1	32	921	1.4	i	1.4	-0.1	726	4.9	12	0.49	1624	-0.4	2.6	1.1	-0.47
5	CCOCCCn1c(SCC(=O)NC(C)C)nc2ccccc2c1=O	i	-0.41	7%	1.1	8	1182	0.8	i	1.8	1.3	.	4.1	.	-0.5	1323	-0.19	11	2.3	-0.69
6	COc1ccc(Nc2nnc(-c3ccc(O)cc3)c3ccccc23)cc1C(N)=O	i	-0.0063	7%	1	30	984	0.79	i	1.2	-0.7	690	2.1	-9	0.38	1481	-0.32	0.3	2.2	-0.35
7	O=[N+]([O-])c1ccccc1OCCCCN1CCCCC1	.	1	9%	1.1	.	1340	0.064	i	1.9	1.3	.	7.7	.	-0.26	1670	-0.2	2.1	3.0	1.3
8	O=C(Nc1ncnc2c1ncn2C1OC(COC(=O)c2ccccc2)C(F)C1O)c1ccccc1 (stereo not drawn)	i	-0.26	-10%	1.2	10	965	-0.25	i	2.1	-8.2	.	7.0	.	-1.7	1141	-0.23	1.0	1.8	-0.66
9	Cc1cc(NC(=O)COc2ccc3oc4ccccc4c3c2)no1	i	0.75	-6%	1.1	23	956	-0.47	i	2.3	-6.8	.	3.5	.	-0.26	1250	0.6	2.0	3.2	0.19
10	O=C1/C(=C/c2ccccc2)CSc2sccc21	i	0.87	-3%	1	52	.	-1	i	1.2	.	.	17	.	0.48	957	0.23	1.1	3.8	1.9
11	CCOc1ccc(N(CC(=O)N/N=C/c2cc([N+](=O)[O-])ccc2Cl)S(C)(=O)=O)cc1	i	0.14	15%	1	30	983	1.1	i	1.0	-0.8	796	0.0	4	0.67	1010	-0.24	1.4	0.9	-0.16
12	O=C(Cc1c(F)cccc1Cl)Nc1ccc(S(=O)(=O)NCC2CCCO2)cc1 (stereo not drawn)	i	0.41	2%	1.1	50	1598	-0.87	i	1.7	0.2	542	4.1	9	0.74	1444	-0.066	0.1	1.4	1.6
13	CCOC(=O)C1C(=O)OC(C)(C)C1C(C)C(=O)c1ccc(OC)cc1 (stereo not drawn)	i	-0.045	7%	1.1	60	.	0.45	i	1.6	.	753	4.2	-7	0.64	1212	-0.26	3.0	2.4	-0.051
14	COc1ccc(OC)c(NC(=O)c2cccc(C)c2[N+](=O)[O-])c1	i	0.64	.	1	58	1478	-1	i	1.2	0.7	692	3.2	-22	0.07	1080	-0.17	0.0	1.4	0.87
15	COc1cccc(Nc2ccc(C(=O)O)cc2[N+](=O)[O-])c1	i	-0.13	11%	0.8	50	1105	0.39	i	3.1	-2.3	658	6.9	28	0.06	1368	-0.23	0.2	2.3	-0.67
16	CC(/C=N/NC(=O)c1cc(-c2ccc3ccccc3c2)n[nH]1)=C\c1ccco1	i	-0.28	14%	1.4	21	1066	0.16	i	25*	4.1	525	26*	0	-0.9	1322	-0.28	0.1	18*	-0.099
17	CCN(CC)S(=O)(=O)c1cccc(-c2nnc(SCCCC(=O)c3ccccc3)o2)c1	i	0.29	8%	1	17	833	-0.12	i	1.8	2.3	.	7.2	.	-0.17	698	-0.096	0.7	2.2	0.21
18	Nc1nc2c(c(=O)[nH]1)C(c1cccc3ccccc13)C1=C(N2)c2ccccc2C1=O (stereo not drawn)	.	-0.82	-13%	1	.	1076	1.1	i	3.7	-0.6	675	1.9	-8	0.54	1408	-0.23	0.2	7.2	-1
19	C=C(C)CCC1(C)NC(=O)N(c2ccccc2)N1 (stereo not drawn)	i	-0.48	.	.	19	1298	0.51	i	.	0.5	768	.	2	-0.05	1340	-0.23	0.4	.	-0.43
20	O=C(NCCC(c1ccccc1)c1ccccc1)c1ccc(Br)o1	i	0.3	6%	1	25	1172	0.22	i	2.3	-3.8	746	8.7	-1	-0.05	945	-0.018	1.9	2.7	-0.056
21	CC(=O)/C(=N\Nc1ccccc1)Sc1nncn1C	i	0.53	-38%	1.1	50	1091	0.49	i	1.0	-1.1	668	6.5	24	0.4	1317	-0.27	0.7	12	0.88
22	CN1C(=O)c2cccc(NC(=O)CCc3ccccc3)c2C1=O	i	-0.19	5%	1.1	43	.	0.027	i	3.2	.	.	2.8	.	0.68	885	-0.16	2.0	3.1	-0.37
23	CCOc1cc(/C=C2\SC(=O)N(CC(=O)Nc3ccccc3F)C2=O)cc([N+](=O)[O-])c1O	i	-0.0051	20%	0.8	28	1043	0.78	i	2.3	0.0	671	7.3	-3	0.1	1477	-0.36	0.4	1.7	-0.24
24	C[C@]12CCC(=O)C=C1[C@H](O)C[C@@H]1[C@@H]2[C@@H](O)C[C@@]2(C)[C@H]1CC[C@]2(O)C(=O)CO	i	-0.045	-7%	1.1	54	.	0.88	i	1.7	.	690	8.2	-5	.	.	-0.26	6.8	2.6	-1.2
25	O=C(CCS(=O)(=O)c1ccccc1)Nc1ccc(-c2nc3ccccc3s2)c(O)c1	i	-0.23	5%	1.2	45	897	0.23	i	3.2	0.3	500	2.5	-2	0.3	1271	0.29	0.0	3.7	-0.15
26	CC(=O)Nc1ccc(NS(=O)(=O)Cc2ccccc2)cc1	i	-0.049	-6%	1.1	23	917	-0.0029	i	2.5	-7.6	.	9.3	.	0.47	1588	-0.19	0.3	4.6	-0.5
27	COc1ccc(C2(NC(C)=O)CCN(C(=O)c3ccco3)CC2)cc1	i	0.31	8%	1.1	28	1139	-0.46	i	2.4	-1.3	.	4.6	.	1.7	1177	-0.058	1.2	5.3	-0.081
28	COc1ccc(C)cc1NC(=O)COCC(=O)O	i	0.062	3%	0.9	9	979	1.2	i	1.5	1.3	710	3.3	4	0.22	1320	-0.23	0.7	2.7	-0.42

Three compounds from above, arranged by formula weight, highest first:
#	Molecule	T cell modulator	Dynein cargo inh nuclear GR-EGFP	PMI inhibitors	TNAP activation fold	T cell modulator vesicle-bound %	b-catenin transl cell count 5 µM	Dynein cargo inh cell count	Myeloid diff 2	MT stabilize HCS Hoechst-high %	b-catenin transl	Hep lipid drop cells 6.5 µM	MT stabilize HCS cytotoxicity %	Hep lipid drop	Insulin prom up	Insulin prom up cell count	Dynein cargo inh cytoplasmic EGFP	Myeloid diff 2 GFP+ MAC1+ %	MT stabilize HCS	Dynein cargo inh
8	O=C(Nc1ncnc2c1ncn2C1OC(COC(=O)c2ccccc2)C(F)C1O)c1ccccc1 (stereo not drawn)	i	-0.26	-10%	1.2	10	965	-0.25	i	2.1	-8.2	.	7.0	.	-1.7	1141	-0.23	1.0	1.8	-0.66
16	CC(/C=N/NC(=O)c1cc(-c2ccc3ccccc3c2)n[nH]1)=C\c1ccco1	i	-0.28	14%	1.4	21	1066	0.16	i	25*	4.1	525	26*	0	-0.9	1322	-0.28	0.1	18*	-0.099
22	CN1C(=O)c2cccc(NC(=O)CCc3ccccc3)c2C1=O	i	-0.19	5%	1.1	43	.	0.027	i	3.2	.	.	2.8	.	0.68	885	-0.16	2.0	3.1	-0.37
